# Screening data: PubChem, The Scripps Research Institute Molecular Screening Center
# pPAFAH inh – inhibitors of human plasma PAF acetylhydrolase (pPAFAH) | recombinant pPAFAH, FP-rhodamine probe fluorescence polarization | inhibition, % at 3.39 µM | hit rate 1.5% among 330,000;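 active = inhibition above the mean inhibition across the screen plus 3 SD, cut at about 25% in these data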;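 also: inhibitors block binding of the rhodamine activity-based probe so polarization drops; 0% = enzyme with DMSO and 100% = wells lacking pPAFAH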
# PAFAH1B3 FP inh – blocks human PAF acetylhydrolase 1B catalytic subunit 3; Q15102; recombinant PAFAH1B3, FP-rhodamine probe, fluorescence polarization; inhibition, % at 3.39 µM; hit rate 0.28% among 340,000;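 active = inhibition above the screen-wide average of all tested compounds plus 3 SD, cut at about 25% in these data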;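 also: 0% = enzyme with DMSO only and 100% = wells lacking PAFAH1B3 protein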
# PAFAH1B2 FP inh – PAFAH1B2 (human) inhibition; P68402; recombinant PAFAH1B2, FP-rhodamine activity probe, fluorescence polarization; inhibition, % at 3.39 µM; hit rate 1.2% among 340,000;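 active = inhibition above the mean of all tested compounds plus 3 SD, cut at about 24% in these data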;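 also: 0% = enzyme with DMSO and 100% = wells lacking PAFAH1B2; many of its hits are not listed in these tables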
# PAD4 inh – blocks human protein arginine deiminase 4. recombinant PAD4, RCA probe fluorescence polarization. inhibition, % at 6.36 µM. hit rate 0.41% among 330,000. AID 485272;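 active = percent inhibition above a cutoff equal to the mean of all tested compounds plus 3 SD, cut at about 15% in these data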;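 also: 0% = PAD4 with RCA probe and DMSO and 100% = probe without PAD4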
# Target sequence (Q9UM07 whole entry, looked up): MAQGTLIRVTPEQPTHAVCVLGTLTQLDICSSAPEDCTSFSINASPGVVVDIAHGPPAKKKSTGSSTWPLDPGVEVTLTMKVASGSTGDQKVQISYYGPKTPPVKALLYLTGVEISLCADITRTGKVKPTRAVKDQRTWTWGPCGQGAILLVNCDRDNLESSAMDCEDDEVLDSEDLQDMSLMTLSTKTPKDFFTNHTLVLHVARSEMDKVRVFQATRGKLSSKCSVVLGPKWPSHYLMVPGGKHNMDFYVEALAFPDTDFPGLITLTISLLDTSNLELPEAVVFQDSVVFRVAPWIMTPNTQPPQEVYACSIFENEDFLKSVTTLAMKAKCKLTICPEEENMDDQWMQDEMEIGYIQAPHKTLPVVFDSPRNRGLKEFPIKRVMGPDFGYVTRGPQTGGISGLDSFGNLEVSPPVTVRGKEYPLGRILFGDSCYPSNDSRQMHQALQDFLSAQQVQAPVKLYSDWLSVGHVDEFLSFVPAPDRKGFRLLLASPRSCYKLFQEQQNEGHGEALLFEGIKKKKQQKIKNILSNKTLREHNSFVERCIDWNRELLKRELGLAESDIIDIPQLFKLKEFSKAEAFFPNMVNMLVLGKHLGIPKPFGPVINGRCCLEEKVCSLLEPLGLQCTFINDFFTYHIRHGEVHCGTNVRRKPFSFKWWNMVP
# PME-1 primary – PME-1 (human) inhibition | inhibition, % at 5.9 µM | hit rate 0.53% among 320,000 | Q9Y570 | recombinant PME-1, FP-Rh probe fluorescence polarization | AID 2130;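 active = inhibition above the campaign mean of all compounds plus 3 SD, cut at about 26% in these data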;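 also: competitive labeling of PME-1 active site by serine hydrolase directed probe; 0% = PME-1 with DMSO and 100% = wells lacking PME-1 enzyme; inhibitors block probe labeling so polarization falls and inhibition rises; many of its hits are not listed in these tables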
# LYPLA2 inh – blocks human lysophospholipase 2, a PME1 counter-screen. O95372. recombinant LYPLA2, FP-Rh probe fluorescence polarization. inhibition, % at 5.9 µM. hit rate 0.38% among 320,000;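 active = inhibition above the screen-wide mean plus 3 SD, limit set per campaign, cut at about 26% in these data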;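 also: 0% = LYPLA2 with DMSO and 100% = wells lacking LYPLA2 enzyme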
# PREPL inhibitor – human PREPL enzyme inhibition; inhibition, % at 5.96 µM; recombinant PREPL, fluorescence polarization activity-based probe; AID 2751; hit rate 0.68% among 320,000; Q4J6C6; in the data active = inhibition above about 43%;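 also: 0% = enzyme with DMSO and 100% = wells lacking enzyme; many of its hits are not listed in these tables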
# LYPLA1 inh – blocks human lysophospholipase 1, a PME1 counter-screen | O75608 | recombinant LYPLA1, FP-Rh probe fluorescence polarization | inhibition, % at 5.9 µM | hit rate 0.16% among 320,000;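 active = inhibition above the mean of all tested compounds plus 3 SD, set per campaign, cut at about 14% in these data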;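 also: inhibitors block serine hydrolase probe labeling of LYPLA1 so polarization falls; 0% = enzyme with DMSO and 100% = wells lacking LYPLA1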
# Target sequence (O75608 whole entry, looked up): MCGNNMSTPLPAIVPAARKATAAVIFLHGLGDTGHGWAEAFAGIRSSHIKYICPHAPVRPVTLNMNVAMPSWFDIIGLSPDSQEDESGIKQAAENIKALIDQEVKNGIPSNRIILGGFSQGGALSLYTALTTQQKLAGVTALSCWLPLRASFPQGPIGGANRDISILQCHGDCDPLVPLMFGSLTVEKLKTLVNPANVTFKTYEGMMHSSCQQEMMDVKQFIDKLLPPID
# GSTO1 counter – counter-screen for RBBP9 inhibitors: inhibitors of human GSTO1. recombinant GSTO1, activity-based probe fluorescence polarization. P78417. hit rate 1.1% among 300,000. inhibition, % at 5.96 µM;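 active = inhibition above the campaign mean inhibition plus 3 SD, cut at about 35% in these data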;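 also: 0% = GSTO1-1 with DMSO and 100% = wells lacking GSTO1-1 enzyme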
# Numbers without * were called inactive; nt = no result given. The list is partial, so the mix of outcomes need not match the whole.
no.	molecule	PAFAH1B3 FP inh	GSTO1 counter	LYPLA2 inh	PAD4 inh	PAFAH1B2 FP inh	PREPL inhibitor	LYPLA1 inh	PME-1 primary	pPAFAH inh
1	Cc1ccc(NC(=O)Cn2ncc(Cl)c(Cl)c2=O)cc1S(=O)(=O)N1CCCCC1	-26	nt	-19	-10	-6	7	-16	-19	8
2	CCN(CC(=O)NCc1cccs1)C(=O)c1cc(=O)[nH]c2ccccc12	6	nt	nt	-5	4	-2	nt	nt	0
3	CCOC(=O)/C(C#N)=C/c1c(N2CCN(C)CC2)nc2ccccn2c1=O	-2	7	8	1	7	4	3	0	8
4	COc1ccc(S(=O)(=O)N2CCN(CC3CC=CCC3)CC2)cc1 (configuration not stated)	-4	2	0	0	0	1	-1	2	-2
5	CCN(CC)C(=O)c1[nH]cnc1C(=O)NCC(=O)OC(C)(C)C	7	-2	5	-6	-1	-10	4	2	3
6	NC(=O)c1ccc(NC(=O)COC(=O)CC2CC3CCC2C3)cc1 (configuration not stated)	10	nt	nt	-2	6	12	nt	nt	5
7	COc1ccc(N=NC2C(=O)N(c3ccccc3)N=C2C)cc1 (configuration not stated)	8	2	-5	-1	2	9	-3	14	4
8	COc1ccc(CCNC(=O)C(C)OC(=O)c2nsc(Cl)c2Cl)cc1OC (configuration not stated)	2	1	-7	1	1	-1	2	2	5
9	O=C(N1CCOCC1)C12CC3CC(C1)CC(n1cnc(Cl)n1)(C3)C2	1	1	0	3	0	-9	-2	1	-2
10	CCCC(=O)c1c[nH]c(C(=O)NCCc2ccccn2)c1	2	1	-3	-1	5	-2	0	-4	7
11	COc1ccc(S(=O)(=O)n2ccnc2C)c(C)c1C	23	3	1	-4	4	5	-2	-1	4
12	COc1ccc(S(=O)(=O)NCc2ccc3c(c2)cc(C)n3C)cc1	-1	0	0	4	5	-4	3	5	13
13	CCOC(=O)C1(CCOC)CCN(Cc2ccncc2)CC1	3	-1	10	2	3	10	3	3	11
14	CCOCCCNC(=O)c1ccc(OC)cc1	12	10	-1	-1	3	6	-1	0	5
15	O=C(O)CCC(=O)NNC(=O)COc1ccc2ccccc2c1Br	nt	-1	2	-5	nt	-5	0	0	1
16	Cc1cc(NC(=O)c2ccccc2C)ccc1NC(=O)c1ccccc1Cl	8	4	-5	1	3	-7	-2	-4	-3
17	O=C(NCc1nc2ccccc2[nH]1)C1=C[C@@H](c2ccc(Br)cc2)C[C@@H](OCc2ccc(CO)cc2)O1	-1	-10	-18	-7	-5	3	-23	-26	-6
18	COc1ccccc1/C=C/C(=O)NCC(=O)N/N=C(/C)c1ccc(Cl)cc1	2	-4	-4	-2	-2	-4	-3	-4	3
19	O=C(c1ccc([N+](=O)[O-])cc1)N1CCN(C(=O)c2cccs2)CC1	3	-7	-4	-1	-1	3	1	1	0
20	CN(C)S(=O)(=O)c1cc(NC(=O)CNCCN2CCOCC2)ccc1Cl	-5	-16	1	-3	2	8	0	2	7
21	CC(=O)c1ccc(NC(=O)NNS(=O)(=O)c2ccc(F)cc2)cc1	8	-1	2	-2	-4	0	1	-1	4
22	CCCCN(Cc1ccco1)S(=O)(=O)c1c[nH]c(C(=O)OC)c1	1	-3	-4	-2	7	11	3	9	-2
23	O=C(COC(=O)c1cc(=O)[nH]c2ccccc12)NCc1ccccc1	7	nt	nt	-6	8	2	nt	nt	-1
24	CN(CC(=O)Nc1ccc(N2CCOCC2)cc1)C(=O)COc1ccccc1F	4	4	5	7	3	-2	1	0	2
25	CCOC(=O)c1c(C)[nH]c(NC(=O)NNC(=O)c2ccc(OC)cc2)c1C	-2	nt	-5	-2	3	5	-3	-4	1
26	CCOC(=O)C1=C2c3cc(OC)c(OC)cc3CC(C)(C)N2C(=O)C1=O	2	6	-2	-6	-2	-5	3	3	1
27	Cc1cc([N+](=O)[O-])cc2c1NC(c1ccccn1)C1CC=CC21 (configuration not stated)	-2	23	3	-2	5	13	0	11	14
28	COC(=O)c1cc(C(=O)OC)cc(N2C(=O)CN=C2Nc2nc(C)cc(C)n2)c1	8	1	6	0	12	23	1	7	3
29	COc1ccc(/C=C/C(=O)NCCCc2ccccc2)cc1OC	3	7	1	-3	5	12	1	-4	0
30	CCOC(=O)C1CCN(C(=O)c2cccc(S(=O)(=O)N(C)C3CCCCC3)c2)CC1	5	12	8	1	4	21	2	-3	5

# Next results.
no.	molecule	PAFAH1B3 FP inh	GSTO1 counter	LYPLA2 inh	PAD4 inh	PAFAH1B2 FP inh	PREPL inhibitor	LYPLA1 inh	PME-1 primary	pPAFAH inh
31	O=C(Cn1nc(C(=O)O)c2ccccc2c1=O)Nc1ccc2c(c1)OCO2	10	0	6	0	5	8	2	0	4
32	Cc1ccc(SC(C)C(=O)NC2CC2)cc1 (configuration not stated)	9	1	-3	-4	4	-1	3	0	2
33	c1ccc(-c2ncc(-c3ccn[nH]3)s2)cc1	8	10	-4	-5	3	-3	-3	2	-3
34	NC(=O)Cn1nc2sc3ccccc3n2c(=O)c1=O	nt	-2	-9	0	nt	2	-3	0	-1
35	CCC(=O)Nc1ccc(C(=O)CSc2nnc(-c3cccnc3)o2)cc1	4	13	-3	-5	-2	0	-7	-11	-5
36	O=C(NCc1ccc2c(c1)OCO2)c1cccc2c1C(=O)N(C1CCCCC1)C2	2	-1	-3	-2	-1	3	-3	-7	-1
37	O=C(Nc1ccc(C(=O)O)cc1)/C(=C\c1ccc([N+](=O)[O-])cc1)NC(=O)c1ccc(Br)cc1	3	-20	14	0	-1	-10	0	-7	8
38	CC1CCCN(Cc2nc3c(c(=O)n(C)c(=O)n3C)n2CCCc2ccccc2)C1 (configuration not stated)	7	8	-2	0	1	0	-6	-4	-3
39	CCc1ccc(-c2csc(NC(=O)Oc3ccccc3)n2)cc1	7	1	-2	-6	5	7	-4	3	5
40	O=C1c2ccccc2NC(c2ccc(-c3cccc([N+](=O)[O-])c3)o2)N1O (configuration not stated)	10	-233	6	-2	-7	23	3	20	2
41	COc1cc(/C=C2/C(=N)N3N=C(CC(=O)N4CCOCC4)SC3=NC2=O)ccc1OCc1ccc(F)cc1	9	-14	13	-3	6	20	-6	2	5
42	Cc1c(C(=O)N2CCOCC2)c(S(=O)(=O)Nc2ccccc2)c(C)n1C	10	7	-2	-6	-4	7	1	-9	4
43	CC1CC(C)CN(S(=O)(=O)N2CCCC(C(=O)NC3CCCCC3C)C2)C1 (configuration not stated)	5	-3	-4	-3	3	-2	-1	0	-1
44	COc1ccc(S(=O)(=O)N/N=C\c2ccc([N+](=O)[O-])o2)c(OC)c1	9	4	6	-3	7	5	0	-5	1
45	C[N+]1(CC(O)COc2ccccc2)CCN(C(=O)c2ccc([N+](=O)[O-])cc2)CC1 (configuration not stated)	2	5	-1	5	-2	-5	0	-6	-1
46	O=c1[nH]c(/C=C/c2ccc(Br)cc2)nc2ccccc12	1	0	3	0	7	4	-2	-5	0
47	COc1cccc(/C=C/C(=O)NNC(=O)c2ccncc2)c1OC	2	nt	0	3	1	6	-6	-6	-2
48	O=C(CCN1C(=O)/C(=C\c2ccccc2)SC1=S)N1CCOCC1	6	10	-7	1	1	17	2	-3	2
49	Cc1c(C)n(CC(O)CN2CCCCCC2)c2ccccc12 (configuration not stated)	-2	3	-1	3	5	18	-2	3	-3
50	CC(=O)c1cccc(NC(=S)N2CCN(S(C)(=O)=O)CC2)c1	1	-2	1	-2	6	4	-4	-5	6
51	Cn1c(=O)cc(SCC(=O)NCCCN2CCN(c3ccccc3F)CC2)c2ccccc21	6	5	8	-7	-2	-6	-6	1	5
52	c1ccc(Nc2ccccn2)nc1	5	6	-7	-4	0	-9	-5	-3	0
53	COc1cc(OC)cc(C(=O)NCCCn2ccnc2)c1	5	5	2	-8	5	10	1	-5	-2
54	Nc1ncc(Br)cc1S(=O)(=O)NCCc1ccccc1	5	10	4	4	4	-14	2	1	0
55	COc1ccc(C(C)=O)cc1CSCCC(=O)O	-1	-2	4	2	2	-8	-3	-2	1
56	Cc1ccccc1-n1nc(C)c2c(C(=O)NN)cc(-c3ccncc3)nc21	4	-6	-4	-1	-1	7	-2	-8	-5
57	C=CCOc1ccc(CN(C)C(=O)C2CCCO2)cc1 (configuration not stated)	1	4	-5	2	8	-12	-2	2	1
58	Cc1cccc(-c2nnn(Cc3nnc(NC(=O)c4ccccc4)s3)n2)c1	4	0	0	-3	4	-6	1	2	1
59	CCSC(=Nc1ccccc1)Nc1ccccc1	6	-1	4	-3	18	-9	3	0	2
60	O=S1(=O)CCC(NS(=O)(=O)c2cccc3cccnc23)C1 (configuration not stated)	9	-8	9	-1	-2	-2	1	-8	3

# Other compounds
no.	molecule	PAFAH1B3 FP inh	GSTO1 counter	LYPLA2 inh	PAD4 inh	PAFAH1B2 FP inh	PREPL inhibitor	LYPLA1 inh	PME-1 primary	pPAFAH inh
61	O=C(O)c1ccccc1-c1ccccc1C(=O)Nc1ccccc1	1	0	11	-1	5	-3	7	-5	3
62	CCOc1ccc(-n2c(-c3ccco3)nc3c(cnn3-c3ccc(C)cc3)c2=O)cc1	5	4	-5	-1	-1	12	-3	2	1
63	CCOC(=O)CC(NC(=O)c1cc2ccccc2oc1=O)c1cccc([N+](=O)[O-])c1 (configuration not stated)	-10	5	13	5	2	14	3	-3	-3
64	O=C(O)C1CCC(=O)N(C2CC2)C1c1ccccc1 (configuration not stated)	2	7	1	-3	0	-1	-3	-7	3
65	Cc1cccc(NC(=S)NNC(=O)c2ccco2)c1	4	3	6	0	4	24	3	1	3
66	COC(=O)c1ccccc1NC(=O)NCc1ccco1	7	-8	-2	-2	3	8	1	-2	2
67	Cc1ccc(C)c(N2CCN(C(=O)C3CCCCN3S(=O)(=O)c3ccc(F)cc3)CC2)c1 (configuration not stated)	0	1	1	-5	6	2	-1	6	2
68	COc1ccc(N2C(=O)CC(n3c(CCCCO)nc4ccccc43)C2=O)cc1 (configuration not stated)	5	-11	-2	-4	3	13	-1	4	5
69	CC(C)N(C(=O)[C@H]1C[C@H](CC(=O)NCCCn2ccnc2)C(=O)N2CCc3c([nH]c4cc(CCC(=O)N(C)C)ccc34)[C@]12C)C(C)C	2	nt	nt	0	2	nt	nt	nt	8
70	COC(=O)c1sccc1S(=O)(=O)N1CCCC(N(C)CCc2ccccn2)C1 (configuration not stated)	1	-6	2	-6	5	11	0	6	-5
71	C=CCc1ccccc1OCC(O)CN(C(C)C)C(C)C (configuration not stated)	4	9	0	4	2	7	-1	0	-6
72	O=C(NC1CCCC1)C(c1ccc(F)cc1)N(Cc1ccc(F)cc1)C(=O)CCl (configuration not stated)	4	19	3	2	17	4	2	13	1
73	CCOC(=O)[C@H]1[C@H]2COc3ccc(Br)cc3[C@@H]2N2C(=O)c3ccc(F)cc3NC(=O)[C@@]12C	0	-7	-10	-8	-4	-1	-4	-6	0
74	CC1Cc2ccccc2N1C(=O)CSc1nnc2c(n1)[nH]c1ccc(F)cc12 (configuration not stated)	-10	-6	-14	-9	3	-7	-4	-11	-6
75	CC1=Nc2ccccc2/C1=C/c1nc(-c2ccc(C)s2)oc1O	4	4	1	6	0	23	0	3	11
76	O=C(NC(=S)Nc1cc(Cl)ccc1N1CCOCC1)c1ccc(-c2cccc(Cl)c2)o1	6	-4	-1	-4	6	10	5	0	-2
77	Cc1ccc(S(=O)(=O)CCc2ccccn2)cc1	0	-2	6	-1	-1	5	-1	3	2
78	Cc1c(Cl)ccc2c1NC(=O)C21NC(CCC(N)=O)[C@H]2C(=O)N(c3ccc(Cl)cc3)C(=O)[C@H]21 (some centres not stated)	-4	-6	-3	4	-2	-2	-4	-11	25*
